Assay outcomes as filed in PubChem.
IDE exosite FP – exo-site inhibitors of human IDE, primary screen, biochemical, fluorescence anisotropy, probe displacement; purified IDE, FL-6b probe fluorescence polarization; stronger effect = lower value; actives 6.3% (n = 17,000); Insulin-degrading enzyme (Homo sapiens), P14735; AID 1259349, 2017; z-score at 20 µM;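 active means z-score of -3 or lower, meaning strong loss of probe binding signal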;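 further: His-tagged human IDE residues 42-1019 made in E. coli with 30 nM FL-6b probe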
Target sequence (P14735 42-1019 limits assumed): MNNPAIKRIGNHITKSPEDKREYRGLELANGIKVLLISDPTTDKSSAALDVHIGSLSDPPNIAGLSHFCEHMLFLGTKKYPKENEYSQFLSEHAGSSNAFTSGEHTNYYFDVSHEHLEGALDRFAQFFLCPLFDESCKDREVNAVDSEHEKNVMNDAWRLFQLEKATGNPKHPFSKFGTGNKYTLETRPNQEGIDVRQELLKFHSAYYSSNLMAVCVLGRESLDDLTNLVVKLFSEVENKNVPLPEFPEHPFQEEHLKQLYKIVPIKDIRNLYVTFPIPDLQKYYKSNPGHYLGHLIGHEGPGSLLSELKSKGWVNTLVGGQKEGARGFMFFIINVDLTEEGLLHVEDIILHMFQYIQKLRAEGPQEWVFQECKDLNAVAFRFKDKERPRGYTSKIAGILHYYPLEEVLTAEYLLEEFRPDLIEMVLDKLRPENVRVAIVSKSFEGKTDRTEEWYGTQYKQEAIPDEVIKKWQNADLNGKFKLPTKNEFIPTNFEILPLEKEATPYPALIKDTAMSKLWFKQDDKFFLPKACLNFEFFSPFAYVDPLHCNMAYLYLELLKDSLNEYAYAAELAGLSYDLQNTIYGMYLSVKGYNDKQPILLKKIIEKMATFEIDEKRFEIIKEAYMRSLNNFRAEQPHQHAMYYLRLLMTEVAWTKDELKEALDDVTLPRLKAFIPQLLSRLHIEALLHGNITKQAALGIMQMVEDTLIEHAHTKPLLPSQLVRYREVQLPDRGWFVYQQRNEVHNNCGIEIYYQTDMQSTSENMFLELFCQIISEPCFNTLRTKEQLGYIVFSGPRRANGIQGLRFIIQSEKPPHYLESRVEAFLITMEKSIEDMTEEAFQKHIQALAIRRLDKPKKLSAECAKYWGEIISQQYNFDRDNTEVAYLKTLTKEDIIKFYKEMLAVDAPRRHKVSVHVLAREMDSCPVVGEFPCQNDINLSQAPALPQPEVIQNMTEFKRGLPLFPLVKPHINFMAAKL
* = called active by the depositor; & = joins results of further samples. Some of the compounds tested; the hit share may differ from the screen's.

IDE exosite FP	Compound
1.5	CC(C)NC(=O)N1Cc2cc(C(=O)NC3CCC3)nc(-c3cccc(-c4cncnc4)c3)c2[C@@H]1CCO
0.9	O=C(Nc1ccccc1)[C@@H]1[C@@H](CO)[C@@H]2Cn3c(cccc3=O)[C@H]1N2C(=O)c1ccc(F)cc1
1.1	O=C(c1ccc(F)cc1)N1CC(=O)N2[C@H](C1)[C@H](c1ccc(C#CC3CCCCC3)cc1)[C@@H]2CO
1.7	O=C(Nc1cccc(F)c1)N1CCCCN2[C@@H](CO)[C@@H](c3ccc(-c4ccccc4F)cc3)[C@@H]2C1
-0.3	Cc1noc(C)c1S(=O)(=O)N(C)C[C@@H]1OCc2cn(nn2)CCCC(=O)N([C@@H](C)CO)C[C@@H]1C
2	N#C[C@@H]1[C@@H](c2ccc(-c3ccncc3)cc2)[C@@H](CO)N1C(=O)Cc1ccccc1
-0.89	CC(C)NC(=O)N1[C@@H](C#N)[C@@H](c2ccc(-c3ccc(F)cc3)cc2)[C@@H]1CO
-1.3	O=C(C[C@H]1C[C@@H]2c3cc(NS(=O)(=O)c4ccc(F)cc4)ccc3O[C@@H]2[C@@H](CO)O1)NCCN1CCCCC1

3 compounds already listed, arranged by SMILES length, largest number first:
IDE exosite FP	Compound
0.9	O=C(Nc1ccccc1)[C@@H]1[C@@H](CO)[C@@H]2Cn3c(cccc3=O)[C@H]1N2C(=O)c1ccc(F)cc1
1.7	O=C(Nc1cccc(F)c1)N1CCCCN2[C@@H](CO)[C@@H](c3ccc(-c4ccccc4F)cc3)[C@@H]2C1
-0.89	CC(C)NC(=O)N1[C@@H](C#N)[C@@H](c2ccc(-c3ccc(F)cc3)cc2)[C@@H]1CO

Individual results from the entries so far:
IDE exosite FP, O=C(C[C@H]1C[C@@H]2c3cc(NS(=O)(=O)c4ccc(F)cc4)ccc3O[C@@H]2[C@@H](CO)O1)NCCN1CCCCC1 : -1.3
IDE exosite FP, Cc1noc(C)c1S(=O)(=O)N(C)C[C@@H]1OCc2cn(nn2)CCCC(=O)N([C@@H](C)CO)C[C@@H]1C : -0.3
IDE exosite FP, O=C(Nc1cccc(F)c1)N1CCCCN2[C@@H](CO)[C@@H](c3ccc(-c4ccccc4F)cc3)[C@@H]2C1 : 1.7
IDE exosite FP, O=C(Nc1ccccc1)[C@@H]1[C@@H](CO)[C@@H]2Cn3c(cccc3=O)[C@H]1N2C(=O)c1ccc(F)cc1 : 0.9
IDE exosite FP, N#C[C@@H]1[C@@H](c2ccc(-c3ccncc3)cc2)[C@@H](CO)N1C(=O)Cc1ccccc1 : 2
IDE exosite FP, CC(C)NC(=O)N1[C@@H](C#N)[C@@H](c2ccc(-c3ccc(F)cc3)cc2)[C@@H]1CO : -0.89
IDE exosite FP, O=C(c1ccc(F)cc1)N1CC(=O)N2[C@H](C1)[C@H](c1ccc(C#CC3CCCCC3)cc1)[C@@H]2CO : 1.1

The list goes on.
IDE exosite FP	Compound
3.6	CC(=O)N1CCCCN2[C@H](CO)[C@H](c3ccc(-c4cccc(C)c4)cc3)[C@@H]2C1
-0.91&4.4	Fc1cccc(-c2ccc(C3[C@@H]4CN(Cc5ccccc5F)C[C@H]3N4)cc2)c1 (some centres undefined)
-2.3	CCCNC(=O)N1[C@@H](C#N)[C@@H](c2ccc(C#Cc3cccc(F)c3)cc2)[C@@H]1CO
0.47	Cc1cccc(-c2ccc([C@H]3[C@@H](CO)N4CCCCN(CCC(F)(F)F)C[C@@H]34)cc2)c1
0.21	CC(=O)N(CC1CCC1)C[C@H]1N[C@H](CO)[C@@H]1c1ccc(C2=CCCC2)cc1
2.3	CN(C)CC#Cc1ccc([C@H]2[C@@H](CO)N3C(=O)CN(C(=O)c4cccnc4)C[C@H]23)cc1
1.1	CCC(=O)N1[C@@H](CO)[C@@H](c2ccccc2)C12CN(C(=O)c1ccncc1)C2
0.3	CC(=O)N1CCCCN2[C@H](CO)[C@@H](c3ccc(-c4ccc(F)cc4)cc3)[C@H]2C1

IDE exosite FP	Compound
0.051	CO[C@H]1CN(C)C(=O)c2ccc(NC(C)=O)cc2OC[C@H](C)N(C(=O)c2cnccn2)C[C@H]1C
0.63	COCC(=O)N1[C@H](CN(C)C(=O)c2ccccc2)[C@@H](c2ccccc2)[C@@H]1CO
0.88	O=C(Cc1cccnc1)N1CC2(C1)[C@@H](c1ccccc1)[C@@H](CO)N2C(=O)C1CCOCC1
1.9	C[C@@H]1CN([C@H](C)CO)C(=O)c2cc(N(C)C)ccc2O[C@@H](C)CCCCO[C@H]1CN(C)S(=O)(=O)c1cn(C)cn1
2	N#C[C@@H]1[C@H](c2ccc(C3=CCCC3)cc2)[C@@H](CO)N1C(=O)C1CCCC1
0.98	COc1ccc(S(=O)(=O)Nc2ccc3c(c2)C(=O)N([C@H](C)CO)C[C@@H](C)[C@@H](CN(C)S(=O)(=O)c2ccc(Cl)cc2)OCCCC[C@@H](C)O3)cc1
-0.29	CCS(=O)(=O)Nc1ccc2c(c1)C(=O)N(C)C[C@H](OC)[C@@H](C)CN(C(=O)c1ccc3c(c1)OCO3)[C@H](C)CO2
-1.6	O=C(NC1CCCCC1)N1CC(=O)N2[C@H](CO)[C@@H](c3ccc(-c4cccc(F)c4)cc3)[C@H]2C1

IDE exosite FP	Compound
1.4	O=C(Nc1ccc(F)cc1)N1CC(=O)N2[C@H](CO)[C@@H](c3ccc(-c4ccc(F)cc4)cc3)[C@H]2C1
-14*	Cc1ccccc1-c1ccc([C@H]2[C@H](CO)N3C(=O)CN(C(=O)Cc4ccccn4)C[C@@H]23)cc1
0.44	O=C1CN(S(=O)(=O)Cc2ccccc2)C[C@@H]2[C@H](c3ccc(C#Cc4cccc(F)c4)cc3)[C@H](CO)N12
2.4	CS(=O)(=O)N1CC(=O)N2[C@H](CO)[C@@H](c3ccc(C#Cc4ccccc4)cc3)[C@@H]2C1
0.24	COCC(=O)Nc1ccc2c(c1)C(=O)N(C)[C@@H]1CC[C@H](CC(=O)NC3Cc4ccccc4C3)O[C@H]1CO2
-0.46	Cc1ccc(S(=O)(=O)N[C@@H]2C=C[C@@H](CC(=O)NCc3ccc(Cl)c(Cl)c3)O[C@H]2CO)cc1
-0.37	C[C@@H]1CN([C@@H](C)CO)C(=O)CCCn2nncc2CO[C@H]1CN(C)Cc1cccc2c1OCCCO2
-2.3	Cc1ccc(-c2ccc([C@@H]3[C@@H](CO)N4C(=O)CN(C(=O)CN5CCOCC5)C[C@H]34)cc2)cc1

IDE exosite FP	Compound
1.7	COc1ccc(C#Cc2ccc([C@@H]3[C@@H](CO)N4CCCCN(C(=O)c5ccncc5)C[C@H]34)cc2)cc1
2.2&1.9	Cc1ccc(-c2ccc(C3[C@@H]4CN(S(=O)(=O)c5ccccc5)C[C@H]3N4)cc2)cc1 (some centres undefined)
0.15	CCC(=O)N1Cc2cc(C(=O)Nc3nccs3)nc(-c3cccc(-c4ccccc4OC)c3)c2[C@H]1CCO
-0.62	C/C=C/c1ccccc1[C@@H]1[C@@H](CO)N(C(=O)c2cccnc2)[C@H]1C#N
2.4	CCN(C[C@H]1N[C@@H](CO)[C@@H]1c1ccc(C2=CCCC2)cc1)C(=O)c1ccncc1
-0.94	C/C=C/c1ccc2c(c1)O[C@H](CN(C)C(=O)Nc1ccc(OC)cc1)[C@H](C)CN([C@H](C)CO)S2(=O)=O
0.23	COc1ccc2c3c([nH]c2c1)[C@H](CO)N(C(=O)Nc1ccc(F)cc1)CC31CN(C(=O)c2ccccn2)C1
-7.9*	COc1cccc(C#Cc2ccc([C@H]3[C@@H](CO)N4C(=O)CN(C(C)=O)C[C@H]34)cc2)c1

IDE exosite FP	Compound
3.5	CC(C)NC(=O)N1CC(=O)N2[C@H](CO)[C@@H](c3ccc(C#CCN(C)C)cc3)[C@H]2C1
-0.32	CN1C(=O)c2cc(NC(=O)c3cscn3)ccc2OC[C@H]2O[C@@H](CC(=O)N3CCOCC3)CC[C@@H]21
0.3	NCC[C@@H]1CC[C@H](NC(=O)NC2CCCCC2)[C@H](CO)O1
-3.2*	CCCC#Cc1ccc([C@H]2[C@@H](CO)N3CCCCN(C(=O)NC4CCCC4)C[C@H]23)cc1
0.44	CC(=O)N1[C@H](CO)[C@@H](c2ccccc2)[C@@H]1CN(C)C(=O)C1CCC1
1.4	C/C=C/c1ccc([C@H]2[C@@H](CO)N(C(C)=O)[C@@H]2CN(CCC)C(=O)C2CC2)cc1
-0.92	O=C(c1cnccn1)N1CC(=O)N2[C@H](CO)[C@H](c3ccc(C#CCc4ccccc4)cc3)[C@@H]2C1
3.6	N#Cc1cccc(-c2ccc([C@H]3[C@@H](CO)N4CCCCN(C(=O)Nc5ccc(F)cc5)C[C@H]34)cc2)c1

IDE exosite FP	Compound
1.2	CCCNC(=O)N1CC2(CN(C(=O)c3cnccn3)C2)c2c([nH]c3cc(OC)ccc23)[C@H]1CO
0.85	CCC(=O)N1CC[C@@H]2[C@@H](CO)Nc3ccc(C#Cc4ccccc4F)cc3[C@@H]21
0.78	COc1ccc(S(=O)(=O)N(C)C[C@H]2Oc3c(cccc3N(C)C)C(=O)N([C@H](C)CO)C[C@@H]2C)cc1
-0.68	CCCC#Cc1ccc([C@H]2[C@@H](CO)N3C(=O)CN(C(=O)c4cccnc4)C[C@H]23)cc1
0.17	O=C1CNC[C@H]2[C@@H](c3ccc(C4=CCCC4)cc3)[C@H](CO)N12
-2.2	CC(=O)NC[C@@H]1[C@@H](c2ccc(-c3ccccc3F)cc2)[C@H](CO)N1C(C)=O
-0.67	COCC(=O)N1[C@H](C(=O)Nc2ccccc2)[C@@H](CO)[C@@H]2Cn3c(ccc(-c4ccncc4)c3=O)[C@@H]21
-0.11	Cc1noc(C)c1S(=O)(=O)N(C)C[C@H]1OCCCC[C@@H](C)Oc2ccc(NS(=O)(=O)c3cn(C)cn3)cc2C(=O)N([C@H](C)CO)C[C@@H]1C

IDE exosite FP	Compound
-2.1	C[C@H](CO)N1C[C@H](C)[C@H](CN(C)C(=O)Nc2ccc(C(F)(F)F)cc2)Oc2ncc(C3=CCCC3)cc2C1=O
-1.5	O=C1CN(Cc2ccc(F)cc2)C[C@H]2[C@H](c3ccc(Br)cc3)[C@H](CO)N12
2.2&1.6	CCCNC(=O)N1C[C@@H]2N[C@H](C1)C2c1ccc(-c2ccc(F)cc2)cc1 (some centres undefined)
-1.1	N#C[C@@H]1[C@H](c2ccc(-c3cccnc3)cc2)[C@H](CO)N1C(=O)Nc1ccc(F)cc1
-0.74	CN1C(=O)c2cc(NC(=O)c3cccc(F)c3)ccc2OC[C@H]2O[C@H](CC(=O)NCc3ccccc3Cl)CC[C@@H]21
1.9	O=C(Cc1ccccn1)N1[C@H](CO)[C@@H]2c3ccccc3NC[C@@H]21
-3.5*	OC[C@@H]1[C@H](c2ccc(C#Cc3ccccc3F)cc2)[C@@H]2CN(Cc3cncnc3)CCCCN12
0.25	COc1ccccc1-c1ccc2n(c1=O)C[C@@H]1[C@@H](CO)[C@H](C(=O)N3CCOCC3)[C@H]2N1CC1CC1

IDE exosite FP	Compound
0.24	C[C@H]1COCn2nncc2CC[C@@H](Cc2ccc(-c3ccccc3)cc2)C(=O)N1
0.62	CO[C@H]1CC[C@H]2CCOc3c(C#N)cccc3C(=O)N(C)CC3(CCCCC3)CC(=O)N(C)C[C@@H]1O2
-7.4*	O=C(NC1CCCCC1)N1CC(=O)N2[C@@H](CO)[C@H](c3ccc(/C=C/c4ccccc4)cc3)[C@@H]2C1
-0.62	COc1ccc2c3c(n(C)c2c1)[C@@H](CO)N(C(=O)Nc1ccc(F)cc1)CC31CN(S(=O)(=O)c2cn(C)cn2)C1
4.3	CCCC#Cc1ccc([C@@H]2[C@H]3CN(C(=O)Nc4ccc(F)cc4)CC(=O)N3[C@H]2CO)cc1
-0.91	COCC#Cc1ccc([C@@H]2[C@H]3CN(C(=O)Nc4cc(F)ccc4F)CC(=O)N3[C@H]2CO)cc1
0.88	C/C=C/c1ccc([C@H]2[C@@H](CO)N3C(=O)CN(C(=O)Nc4ccc(F)cc4)C[C@@H]23)cc1
0.42	CO[C@@H]1CN(C)C(=O)c2cc(NC(=O)c3ccc4c(c3)OCO4)ccc2OC[C@@H](C)N(CCC(F)(F)F)C[C@@H]1C

IDE exosite FP	Compound
-1.2	OC[C@@H]1[C@@H](c2ccc(-c3cccnc3)cc2)[C@H]2CN(CC3CC3)CCCCN12
0.13	C[C@@H]1CN([C@H](C)CO)C(=O)CCCn2cc(nn2)CO[C@@H]1CN(C)Cc1ccccc1
-0.52	CO[C@H](CN(C)Cc1nccs1)[C@H](C)CN([C@@H](C)CO)S(=O)(=O)c1ccc(F)cc1
1.2	C/C=C/c1ccc(C2[C@H]3CNC[C@@H]2N3C(=O)NC(C)C)cc1 (some centres undefined)
0.031	CN1CCN(C(=O)C[C@@H]2CC[C@@H]3[C@H](COc4ccc(NC(=O)C5CCOCC5)cc4C(=O)N3C)O2)CC1
-0.81	C/C=C/c1ccc([C@H]2[C@@H](CO)N3C(=O)CN(C(=O)Nc4cccc(OC)c4)C[C@@H]23)cc1
3.8	COCC#Cc1ccc([C@H]2[C@@H](CO)N3CCCCN(Cc4ccncc4)C[C@H]23)cc1
0.14	OC[C@H]1[C@@H](c2ccc(C#Cc3cccnc3)cc2)[C@H]2CN(Cc3ccccc3F)CCCCN21

IDE exosite FP	Compound
-1.5	O=C1CN(Cc2ccc(F)cc2)C[C@H]2[C@H](c3ccc(-c4ccccc4F)cc3)[C@H](CO)N12
-4.3*	O=C(Cc1ccccc1)N1CC(=O)N2[C@H](CO)[C@H](c3ccc(C#CCc4ccccc4)cc3)[C@H]2C1
-2	CS(=O)(=O)Nc1ccc2c(c1)[C@H]1C[C@H](CC(=O)NCCc3ccccc3)O[C@@H](CO)[C@H]1O2
1	C[C@H](CO)N1C[C@H](C)[C@H](CN(C)S(=O)(=O)c2ccc(Cl)cc2)OCCCC[C@H](C)Oc2ccc(NC(=O)Nc3ccc(C(F)(F)F)cc3)cc2C1=O
0.54	O=C(C[C@@H]1C[C@@H]2c3cc(NS(=O)(=O)c4ccccc4)ccc3O[C@@H]2[C@H](CO)O1)NCC(F)(F)F
-1.6	CCCNC(=O)Nc1ccc2c(c1)OC[C@@H](C)N(C(=O)C1CCOCC1)C[C@H](C)[C@@H](OC)CN(C)C2=O
0.99	CO[C@H](CN(C)Cc1cc(F)ccc1F)[C@@H](C)CN([C@@H](C)CO)S(=O)(=O)c1ccc(C)cc1
4.4	O=C(NC[C@@H]1[C@H](c2ccccc2)[C@H](CO)N1Cc1ccccn1)C1CC1
